PTHR1 agonist = agonists of human PTHR1 parathyroid hormone receptor. Potency, µM (doses to about 115 µM), for inactives: at the top dose activation, most hits filed as activators. 410,000 compounds, 0.075% hits. HEK293 GP2 PTHR1 cells, GloSensor cAMP luminescence, 1 h; note: potency is the fitted concentration of half-maximal effect; nearly all actives have a fitted effect of over 55% in size; some results filed as inactive show a strong effect at the top dose; inactives centre near -15; many of its hits are not listed in these tables
Target sequence (Q03431 whole entry, looked up): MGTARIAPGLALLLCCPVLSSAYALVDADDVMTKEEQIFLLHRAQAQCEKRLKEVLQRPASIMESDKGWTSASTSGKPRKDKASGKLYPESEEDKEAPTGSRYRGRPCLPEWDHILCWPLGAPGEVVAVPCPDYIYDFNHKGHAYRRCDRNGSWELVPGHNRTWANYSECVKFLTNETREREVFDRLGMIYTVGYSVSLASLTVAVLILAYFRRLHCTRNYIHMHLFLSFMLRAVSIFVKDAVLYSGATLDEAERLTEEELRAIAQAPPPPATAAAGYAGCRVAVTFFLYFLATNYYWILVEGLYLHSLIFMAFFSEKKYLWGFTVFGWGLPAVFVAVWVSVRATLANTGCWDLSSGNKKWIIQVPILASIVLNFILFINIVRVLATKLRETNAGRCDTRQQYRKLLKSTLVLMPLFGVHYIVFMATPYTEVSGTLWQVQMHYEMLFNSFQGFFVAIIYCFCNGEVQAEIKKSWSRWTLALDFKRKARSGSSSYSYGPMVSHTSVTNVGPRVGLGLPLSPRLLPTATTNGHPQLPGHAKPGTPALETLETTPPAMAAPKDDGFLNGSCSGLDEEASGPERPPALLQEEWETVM
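HEK-293-derived GP2 cells expressing PTHR1 and a GloSensor cAMP reporter, 3,000/well, plated overnight, given luciferin plus IBMX (each 0.5 mM as added) for 1 h at 37 °C, then compound for 1 h at 37 °C. Luminescence was read after 15 min at room temperature.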
IL-2 act = activates IL-2 in a cell-based reporter assay. IL-2 activation reporter assay, cell-based qHTS; stimulated with anti-CD3/CD4/CD28 beads; in transgenic mouse T cells. activation, % (series mostly up to about 46 µM). 360,000 compounds, 0.065% hits; in the data active = activation above about 50%; inconclusive = mostly about 30% to 49%; note: 0% is about no effect
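Readout: EGFP and DsRed signals by fluorescent plate cytometry. Unstimulated transgenic mouse T cells received compound 60 min before antibody-bead stimulation, then incubated 18 h at 37 degrees C.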
PLK1 PBD block = inhibitors of human PLK1 polo-box domain binding. P53350. Plk1 PBD binding of FITC phosphopeptide, fluorescence polarization. 360,000 compounds, 2.8% hits. Potency, µM, for inactives: max response, negative = inhibition, hits mostly inhibitors; note: potency is the fitted concentration of half-maximal effect; series mostly up to about 57 µM; % is set by controls: 0 for no effect and ±100 for the full control effect; nearly all actives have a fitted effect of over 65% in size
GLP-1R inv ag = acts as inverse agonist at human GLP-1 receptor; HEK293 GLP-1R CRE-luciferase, luminescence, 24 h; GLP-1R form is constitutively active; 410,000 compounds, 1.6% hits; Potency, µM (doses to about 38.3 µM), without a hit: at the highest dose activity change, negative = inhibition, actives largely listed as inhibitors; P43220; note: potency is the fitted concentration of half-maximal effect; % is set by controls: 0 for no effect and ±100 for the full control effect; nearly all actives have a fitted effect of over 55% in size
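Readout was luciferase luminescence, measured 12 min after detection reagent at room temperature. Beforehand, GLP-1R reporter HEK293 cells had sat 12 h, then received compounds for 24 hr at 37 deg C.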
PI5P4Ka inh = blocks human PI5P4K alpha kinase activity. 330,000 compounds, 1.2% hits. PI5P4Kalpha enzyme, ADP-Glo luminescence, 60 min; hits give low values. P48426. max response, %; active = max response of -50% or lower; inconclusive = between -30% and -50%; inactive = -30% or higher; note: value at the top dose of about 77 µM; % is set by controls: 0 for no effect and ±100 for the full control effect
Target sequence (P48426 whole entry, looked up): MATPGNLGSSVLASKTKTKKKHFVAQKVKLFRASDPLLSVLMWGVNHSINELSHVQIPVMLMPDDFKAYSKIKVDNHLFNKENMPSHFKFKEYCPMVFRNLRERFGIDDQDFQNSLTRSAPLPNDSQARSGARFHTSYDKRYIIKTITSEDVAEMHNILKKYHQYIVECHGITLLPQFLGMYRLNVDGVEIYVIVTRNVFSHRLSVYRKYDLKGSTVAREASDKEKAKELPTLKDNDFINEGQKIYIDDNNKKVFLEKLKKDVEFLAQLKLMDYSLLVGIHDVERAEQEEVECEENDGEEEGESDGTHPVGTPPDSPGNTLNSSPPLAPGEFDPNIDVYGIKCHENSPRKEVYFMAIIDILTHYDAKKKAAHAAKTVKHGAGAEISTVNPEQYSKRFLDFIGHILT
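ADP-Glo luminescence end-point after a 60 min room-temperature kinase reaction. PI5P4Kalpha and substrate in HEPES pH 7.4 buffer with EGTA, 0.1% CHAPS and 5% DMSO; ATP at 5 microM final.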
GLP1R cytotox = cytotoxic in the GLP-1 receptor inverse agonist counter-screen; AID 624418; HEK293 cAMP-luciferase reporter cells, luminescence, 24 h; Potency, µM (doses to about 38.3 µM), inactives show at the highest dose activity change, negative = inhibition, most hits filed as inhibitors; 410,000 compounds, 0.13% hits;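 note: loss of luciferase light is scored as toxicity; potency is the fitted concentration of half-maximal effect; % is set by controls: 0 for no effect and ±100 for the full control effect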
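Seeding density was 200 cells/uL; after overnight-length (12 h) culture, 23 nL compounds went on for 24 h at 37 °C. Readout used a luciferase detection reagent, luminescence taken after 12 min at room temperature.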
EPAC1 ag = agonists of human EPAC1. O95398. EPAC1 agonist qHTS, biochemical assay; response scale: 100% = response to 6.5 mM cAMP. Potency, µM (titrated, usually from 154 µM), for the others: at the highest dose activation, actives largely listed as activators. 360,000 compounds, 0.073% hits. AID 720707; note: potency is the fitted concentration of half-maximal effect; nearly all actives have a fitted effect of over 60% in size
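EPAC1 100 nM, Rap1B–BODIPY-GDP 250 nM, unlabeled GDP 50 uM; compound titration; 5 min RT; kinetic read ex480/em540 at 5-min intervals ×30 min; data normalized to 6.5 mM cAMP agonist control.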
EPAC1 antag = EPAC1 (human) antagonism; AID 720709; Potency, µM (doses to about 115 µM), without a hit: top-dose activity change, negative = inhibition, hits mostly inhibitors; O95398; EPAC1 GEF assay, Rap1b-BODIPY-GDP exchange fluorescence; 360,000 compounds, 0.14% hits;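 note: potency is the fitted concentration of half-maximal effect; plate controls were vehicle for no effect and positive control for full effect; nearly all actives have a fitted effect of over 50% in size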
GLP-1R agonist = agonists of human GLP-1 receptor | P43220 | HEK293 GLP-1R CRE-luciferase, luminescence, 4-6 h; cells express a hypersensitive GLP-1R form | Potency, µM (series often up to 45.6 µM), for inactives: at the top dose activation, most hits filed as activators | 380,000 compounds, 0.007% hits; note: potency is the fitted concentration of half-maximal effect; % of control where 0% means no effect
An asterisk follows results filed as active; i = inactive; ? = inconclusive; . = not tested or not shown; [ ] = remark or other dose. Unless noted, calls come from the whole dose curve; as a rule, active = well fitted curve in the direction sought with a large enough effect; inconclusive = small, poorly fitted or top-dose-only effect, or another doubt; inactive = no such curve, though single readings can be large; an effect the other way counts as inactive or inconclusive. Some of the compounds tested; rates above refer to the full screens.

#	canonical_smiles	PTHR1 agonist	IL-2 act	PLK1 PBD block	GLP-1R inv ag	PI5P4Ka inh	GLP1R cytotox	EPAC1 ag	EPAC1 antag	GLP-1R agonist
1	CC(=O)N(c1ccc(Cl)cc1)c1cn(C(C)=O)c2ccccc12	-12.3%	-2.6	-4.9%	?	1.2	-0.6%	-2.7%	-4.8%	-0.1%
2	CC(c1ccccc1)N1CCn2c(nc3cc(NC(=O)NC4CCCCC4)ccc32)C1 (stereo not drawn)	i	-2.0	-10.9%	-0.9%	.	-4.3%	7.9%	4.2%	0.9%
3	CC1(C)CC(=O)N(CC(=O)NC2CCCC2)c2ccccc2S1(=O)=O	-7.3%	0.2	-4.3%	0.1%	0.3	0.7%	-16.2%	-22.6%	-4.5%
4	O=C(CSc1ccc([N+](=O)[O-])cn1)Nc1cc(C(F)(F)F)ccc1N1CCOCC1	-16.5%	-3.5	-0.5%	?	0.8	-1.0%	4.4%	4.8%	-0.2%
5	S=C(NCCc1ccccc1)N1CCN(Cc2ccccc2)CC1	-27.2%	-3.2	-4.3%	?	-7.7	1.6%	-5.9%	-4.4%	2.1%
6	COc1ccc(C(=O)C[C@@H]2OC[C@H](Cc3ccccc3)N2S(=O)(=O)c2ccc(C)cc2)cc1OC	i	-0.3	2.1%	-13.6%	4.5	0.4%	-2.0%	4.4%	.
7	O=C(CN(c1ccc2c(c1)OCCO2)S(=O)(=O)c1ccccc1)NCc1ccco1	2.6%[57.5 µM]	-0.5	-20.7%	2.1%	-1.5	3.7%	13.2%	-3.6%	0.7%
8	CCCCC[C@@H]1C=C(C(=O)O)[C@H](c2ccc(C)cc2)N1S(=O)(=O)c1ccc(C)cc1	-11.2%	-0.1	-21.4%	?	14.5	-9.6%	-7.4%	-19.1%	-4.9%
9	Cc1ccc(C(=O)CNc2ccccc2)cc1	i	-1.0	-9.4%	5.1%	-4.2	-2.5%	7.7%	-16.3%	6.5%
10	Cc1ccc(C(=O)c2cn[nH]c2-c2cc(Cl)ccc2O)cc1	-21.0%	-0.6	-9.4%	0.0%	.	-3.6%	10.1%	-1.4%	1.4%
11	CC(=O)Oc1ccc2oc(C)c(C(=O)N3CCOCC3)c2c1	i	-2.1	-1.8%	5.0%	.	6.5%	-3.5%	3.6%	-3.0%
12	O=C(c1ccccn1)N1N=C2/C(=C/c3ccc(F)cc3)CCCC2C1c1ccc(F)cc1 (stereo not drawn)	-21.5%	0.6	1.9%	?	3.0	-1.2%[1.53 µM]	23.9%	11.7%	-3.6%
13	COc1ccc(-c2noc(CCC(=O)N3CCN(c4ccc(F)cc4)CC3)n2)cc1	-12.3%	-0.7	-2.6%	6.1%	-2.5	1.2%	2.4%	-6.3%	0.2%
14	CC1(C(=O)OCC(=O)c2c[nH]c3ccccc23)CC1(Cl)Cl (stereo not drawn)	-48.6%[inhibitor]	0.6	-8.1%	?	2.2	-16.5%	0.2%	?	10.9%
15	N#CC1=C2SCC(O)(c3ccccc3)N2C(=O)CC1c1ccccc1 (stereo not drawn)	-10.9%[57.5 µM]	0.3	-11.9%	-15.5%	-6.9	?	19.8%	-13.0%	-3.4%
16	CCOc1ccccc1NC(=O)C(OC(=O)c1cnc(C)cn1)c1ccccc1 (stereo not drawn)	i	-1.3	1.6%	-3.3%	0.3	7.9%	-0.2%	-17.3%	-5.4%
17	Cc1c([N+](=O)[O-])c(N)nn1C	-7.0%	-0.5	-3.0%	7.1%	-1.4	1.7%	2.9%	1.3%	0.8%
18	COc1ccccc1N1CCN(c2cc(=O)n(-c3ccccc3Cl)c(=O)[nH]2)CC1	i	0.8	-12.6%	0.0%	.	11.9%	2.6%	-4.5%	-5.5%
19	C(=N\c1nc2ccccc2n1CCN1CCCCC1)/c1ccc2c(c1)OCO2	?	5.6	-9.9%	-19.7%	-1.5	1.9%	-3.5%	-9.4%	7.3%
20	CCOc1ccccc1NC(=S)N(CCOC)C1CCN(C(C)=O)CC1	i	-2.4	-1.0%	35.8%[activator]	3.0	0.8%	3.1%	-2.1%	6.6%
21	c1coc(-c2nc(-c3ccncc3)no2)c1	i	0.1	-6.3%	2.7%	-9.6	-5.6%	0.0%	-19.8%	1.3%
22	Cc1c(C(=O)N2CCN(S(=O)(=O)c3ccccc3)CC2)oc2ccc(Br)cc12	i	0.4	2.6%	?	9.1	-1.0%	7.0%	-6.1%	18.4%
23	CCOc1ccc2[nH]c(C)c(CN3CCN(CC)CC3)c(=O)c2c1	i	-0.9	-6.3%	6.7%	.	11.5%	-1.3%	7.5%	-14.5%
24	COCCCNC(=O)c1ccc(Cn2c(=O)c3ccccc3n(CC(=O)Nc3c(C)cccc3C)c2=O)cc1	?	.	.	-0.6%	.	2.6%	.	.	-2.5%
25	CN1C2=CC=CC=CC2=[N+](C)C12C([N+](=O)[O-])=CC(=[N+]([O-])[O-])C=C2[N+](=O)[O-] (stereo not drawn)	i	-6.6	-8.9%	26.7%	7.7	0.0%	16.2%	-23.9%	12.1%
26	CC1CCCCN1S(=O)(=O)c1cccc2nonc12 (stereo not drawn)	-25.2%	-1.0	1.1%	25.5%	-0.1	20.4%	-17.4%	4.4%	2.0%
27	CCOc1ccc(NC(=O)CCC(=O)N/N=C(\C)c2cccs2)cc1	i	-2.5	-0.6%	4.4%	-2.9	-6.0%	-9.0%	16.8%	-3.0%
28	COc1cc(CNn2c(C)n[nH]c2=S)cc(Cl)c1OCC(=O)NC(C)(C)C	-2.6%	-0.4	-12.7%	8.9%	5.5	1.5%	0.8%	-24.0%	22.8%
29	Nc1n[nH]c(N)c1N=Nc1ccc2c(c1)OCO2	i	-1.9	-6.2%	-8.9%	-16.2	-33.0%	10.5%	?	11.7%
30	O=C(Nc1c(-c2ccccc2)nc2ccccn12)c1ccc(Br)cc1	-12.3%	.	.	11.2µM*	.	-25.3%	.	.	-0.2%

Next part; it opens with the 2 that closed the last part.
#	canonical_smiles	PTHR1 agonist	IL-2 act	PLK1 PBD block	GLP-1R inv ag	PI5P4Ka inh	GLP1R cytotox	EPAC1 ag	EPAC1 antag	GLP-1R agonist
29	Nc1n[nH]c(N)c1N=Nc1ccc2c(c1)OCO2	i	-1.9	-6.2%	-8.9%	-16.2	-33.0%	10.5%	?	11.7%
30	O=C(Nc1c(-c2ccccc2)nc2ccccn12)c1ccc(Br)cc1	-12.3%	.	.	11.2µM*	.	-25.3%	.	.	-0.2%
31	CCOc1ccc2c(c1)sc1nc(C(=O)OC)cc(=O)n12	i	0.3	-2.3%	0.8%	-0.7	-8.8%	-8.3%	12.1%	-12.1%
32	CCOC(=O)CNS(=O)(=O)c1cc(-c2nnc(Nc3ccc4c(c3)OCO4)c3ccccc23)ccc1C	-2.5%	-0.3	0.6%	?	-8.6	?	-15.2%	-9.3%	-10.1%
33	CCN(CC)Cc1c(C(=O)N2CCc3ccccc3C2)nc2ccc(Cl)cn12	-13.3%	0.5	-4.9%	-3.2%	-3.5	5.3%	-1.3%	-1.5%	5.9%
34	Cc1cc(C(=O)Nc2nc3c(s2)CCCC3)cs1	-29.4%[57.5 µM]	2.2	-13.3%	?	.	3.6%	-4.9%	-4.7%	-2.8%
35	CCc1noc(C)c1C(=O)Nc1cc(S(=O)(=O)N(CC)CC)ccc1N1CCCC1	i	-0.7	-4.0%	19.0%	-17.5	19.6%	6.4%	2.3%	-6.9%
36	C=CCSc1nnc(C)n1-c1ccc(Cl)cc1	?	0.7	2.7%	12.8%	.	-3.5%	7.7%	-2.5%	20.9%
37	CC1(C(=O)NCc2ccccc2Br)CCN1Cc1c(F)cccc1F (stereo not drawn)	i	-0.6	3.9%	-26.3%	3.8	7.6%	-4.4%	-7.5%	23.8%
38	CC(C)(C)c1ccc(C(=O)COC(=O)CN2C(=O)NC3(CCCC3)C2=O)cc1	-18.5%	-2.8	-1.8%	-2.2%	-5.3	11.7%	-2.7%	3.4%	-2.4%
39	CC1(C)CCCN(Cc2c(O)ccc3c(=O)c(-c4nc5ccccc5s4)c(N)oc23)C1	-1.8%	-3.7	3.9%	29.2%	1.3	11.9%	14.1%	-5.1%	13.3%
40	CC(=O)OC(C(=O)NC1CCCCC1)c1ccncc1 (stereo not drawn)	13.0%	-1.1	-10.9%	18.6%	.	2.8%	9.4%	10.4%	-7.6%
41	COc1ccc(N2CCN(CCCn3ccc(NC(=O)OCc4ccccc4)nc3=O)CC2)cc1	-2.8%	-2.5	2.2%	-8.2%	-5.1	-1.9%	1.2%	3.9%	-5.4%
42	CC(C)N=c1cc2n(-c3ccc(Cl)cc3)c3ccccc3nc-2cc1Nc1ccc(Cl)cc1	-5.5%	0.0	-11.2%	14.2%	-0.8	-0.1%	-10.1%	3.6%	-0.6%
43	COc1ccc(NC(=O)C2(C)Cc3c(-c4ccc(NC(C)=O)cc4)ccnc3O2)cc1OC (stereo not drawn)	i	0.2	4.2%	18.8%	-2.0	-2.9%	-1.6%	12.2%	-0.3%
44	COc1ccccc1-c1noc(CCCC(=O)NC2CCCCC2)n1	i	-0.1	-9.0%	18.4%	1.9	7.4%	-2.8%	-5.0%	8.3%

Record cards, from the list above.
CCOC(=O)CNS(=O)(=O)c1cc(-c2nnc(Nc3ccc4c(c3)OCO4)c3ccccc23)ccc1C is listed as PTHR1 agonist: -2.5%; IL-2 act: -0.3; PLK1 PBD block: 0.6%; GLP-1R inv ag: ?; PI5P4Ka inh: -8.6; GLP1R cytotox: ?; EPAC1 ag: -15.2%; EPAC1 antag: -9.3%; GLP-1R agonist: -10.1%
CCN(CC)Cc1c(C(=O)N2CCc3ccccc3C2)nc2ccc(Cl)cn12 is listed as PTHR1 agonist: -13.3%; IL-2 act: 0.5; PLK1 PBD block: -4.9%; GLP-1R inv ag: -3.2%; PI5P4Ka inh: -3.5; GLP1R cytotox: 5.3%; EPAC1 ag: -1.3%; EPAC1 antag: -1.5%; GLP-1R agonist: 5.9%

High-throughput results deposited in PubChem by National Center for Advancing Translational Sciences (NCATS).
